HCV NS3 hel inh: inhibitors of Hepatitis C virus NS3 helicase | 0.56% of 290,000 active | AID 1800 | NS3 helicase DNA unwinding, Cy5 molecular beacon fluorescence | inhibition, % at 10.9 µM;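 active = inhibition above the mean of all tested compounds plus 3 SD, set per campaign, cut at about 35% in these data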;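 note: 0% = DMSO wells and 100% = thioflavine S control wells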
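System: HCV NS3 helicase fragment; control set: DMSO and thioflavine S; technique: Cy5 fluorescence at 0 and 60 min, beacon hairpin quenching; reagent: beacon DNA duplex substrate plus ATP; replicates: singlicate; schedule: 1 h reaction at 25 °C, ATP-initiated; medium: MOPS buffer pH 6.5 with MgCl2, DTT, Tween20, BSA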
PHOSPHO1 block: inhibitors of human PHOSPHO1 phosphatase; recombinant PHOSPHO1, absorbance phosphatase assay; inhibition, % at 13.3 µM; 1.1% of 290,000 active; AID 1565; in the data active = inhibition above about 60%
IMP-1 inhibitor: inhibitors of Pseudomonas aeruginosa IMP-1 metallo-beta-lactamase. purified IMP-1, nitrocefin hydrolysis, epi-absorbance fluorescence. inhibition, % at 5.6 µM. 0.45% of 290,000 active. AID 1556;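 active = inhibition above the mean plus 3 SD of all compounds in the same screening run, cut at about 4.5% in these data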;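 note: 0% = IMP-1 with DMSO and 100% = DMSO wells lacking enzyme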
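Material – recombinant IMP-1 enzyme, purified · Amount – IMP-1 0.2 nM before substrate addition · Medium – HEPES buffer pH 7.1 with ZnSO4 and Brij 35 · Timing – 25 °C, 15 min preincubation, 25 min reaction · Measured by – plate fluorescence quenching by hydrolysis product, ex 480/em 530 nm · Read-out – percent enzyme inhibition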
FID counter: fluorescent intercalator displacement, NS3 helicase counter-screen; DNA fluorescent intercalator displacement, fluorescence; 0.17% of 290,000 active; AID 1845; inhibition, % at 7.9 µM; in the data active = inhibition above about 37%;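 note: 0% = vehicle and 100% = reference compound; higher means more ethidium bromide displaced from hairpin DNA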
SUMO HTRF inh: blocks human SUMOylation mediated by UBC9; P63279; HTRF SUMOylation assay, SAE1/SAE2 + UBC9, in vitro; inhibition, % at 35 µM; 0.36% of 290,000 active; in the data active = inhibition above about 50%, passing the limit was not always enough; note: strong numbers were not always called active
p-CIP stab down: lowers stability of the mouse p/CIP coactivator protein; Q05BA5; F442A p/CIP-EGFP cells, EGFP fluorescence, 16 h; decrease of EGFP signal, % at 10 µM; 0.01% of 290,000 active; AID 1984;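 active = EGFP signal decrease of at least 30% at 10 µM or well 3 SD below plate mean, unless failing retest; inactive = the rest, including hits failing retest or dose response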; note: some compounds called inactive have numbers as strong as hits; many of its hits are not listed in these tables
Target sequence (Q05BA5 1-1403): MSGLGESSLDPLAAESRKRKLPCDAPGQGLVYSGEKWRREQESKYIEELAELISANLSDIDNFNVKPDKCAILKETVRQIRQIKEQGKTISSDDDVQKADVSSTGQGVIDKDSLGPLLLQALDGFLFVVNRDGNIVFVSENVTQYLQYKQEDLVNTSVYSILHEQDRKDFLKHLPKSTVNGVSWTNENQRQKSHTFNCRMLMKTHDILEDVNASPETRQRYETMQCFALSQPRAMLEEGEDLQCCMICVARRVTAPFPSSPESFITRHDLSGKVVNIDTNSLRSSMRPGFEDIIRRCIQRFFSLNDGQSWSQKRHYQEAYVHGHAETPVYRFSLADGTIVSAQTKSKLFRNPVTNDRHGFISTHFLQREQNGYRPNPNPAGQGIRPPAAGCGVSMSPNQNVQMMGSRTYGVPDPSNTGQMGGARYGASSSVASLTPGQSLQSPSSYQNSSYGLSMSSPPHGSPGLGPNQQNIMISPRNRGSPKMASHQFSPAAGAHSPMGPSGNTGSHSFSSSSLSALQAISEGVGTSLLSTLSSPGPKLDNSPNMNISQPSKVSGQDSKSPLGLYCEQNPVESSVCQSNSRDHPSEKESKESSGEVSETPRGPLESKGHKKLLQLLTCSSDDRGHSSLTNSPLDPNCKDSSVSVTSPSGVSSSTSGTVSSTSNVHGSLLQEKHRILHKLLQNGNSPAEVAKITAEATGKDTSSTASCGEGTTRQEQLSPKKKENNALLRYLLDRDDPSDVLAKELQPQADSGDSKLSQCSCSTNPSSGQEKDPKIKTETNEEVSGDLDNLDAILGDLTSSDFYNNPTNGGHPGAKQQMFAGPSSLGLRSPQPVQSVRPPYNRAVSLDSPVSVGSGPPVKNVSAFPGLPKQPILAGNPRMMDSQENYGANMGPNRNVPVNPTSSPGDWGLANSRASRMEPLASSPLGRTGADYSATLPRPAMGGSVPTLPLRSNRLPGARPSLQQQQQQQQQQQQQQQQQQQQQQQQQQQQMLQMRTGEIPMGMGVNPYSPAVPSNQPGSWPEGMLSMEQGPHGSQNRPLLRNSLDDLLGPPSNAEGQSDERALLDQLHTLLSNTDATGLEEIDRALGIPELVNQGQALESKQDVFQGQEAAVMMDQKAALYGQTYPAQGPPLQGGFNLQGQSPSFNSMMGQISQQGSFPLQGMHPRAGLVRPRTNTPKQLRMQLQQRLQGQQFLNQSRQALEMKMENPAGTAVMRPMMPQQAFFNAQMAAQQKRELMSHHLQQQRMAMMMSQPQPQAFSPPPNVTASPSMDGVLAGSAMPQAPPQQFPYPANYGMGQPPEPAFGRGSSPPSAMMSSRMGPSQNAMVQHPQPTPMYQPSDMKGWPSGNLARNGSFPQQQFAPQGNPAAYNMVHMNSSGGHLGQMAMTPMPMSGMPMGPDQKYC
MEKK3 PB1 HTS: modulators (inhibitors or enhancers) of MEK5 binding to human MEKK3 PB1 domain; 1.4% of 290,000 active; bead-based flow cytometry, Alexa488-MEK5 binding to MEKK3; actives lie on both sides; 0 = blocked by unlabeled MEK5, 100 = vehicle; binding response (% of control), % at 10 µM; Q99759;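 active = binding response more than 3 SD above or below the average of its plate-row segment, actives on both sides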;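 note: Alexa488 bead fluorescence after subtracting the streptavidin-only scavenger bead signal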
VIM-2 inh: inhibitors of Pseudomonas aeruginosa VIM-2 metallo-beta-lactamase. 0.89% of 290,000 active. inhibition, % at 5.6 µM. purified VIM-2, nitrocefin hydrolysis, epi-absorbance fluorescence. AID 1527;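 active = inhibition above the mean of all tested compounds plus 3 SD, cutoff set per screening run, cut at about 7.5% in these data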;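 note: red hydrolysis product quenches plate fluorescence so inhibitors raise well fluorescence; 0% = enzyme with DMSO and 100% = DMSO without enzyme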
IDE act: activators of human insulin-degrading enzyme in cells; P14735; 0.073% of 340,000 active; activation, % at 5.96 µM; HEK cells, FAbeta-B cleavage, fluorescence polarization; 0% vehicle, 100% cell-free pure enzyme wells;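 active = activation above the mean of all tested compounds plus 3 SD, set per screening campaign, cut at about 17% in these data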
Active calls of the source: *; . = not tested or not shown; & = joins results of further samples.

SMILES	HCV NS3 hel inh	PHOSPHO1 block	IMP-1 inhibitor	FID counter	SUMO HTRF inh	p-CIP stab down	MEKK3 PB1 HTS	VIM-2 inh	IDE act
COc1ccc(CSc2nnc(C)n2N)cc1[N+](=O)[O-]	-7	6	-2.9	1	10	-6	101	0.7	7
COC(=O)c1cc(NS(=O)(=O)c2ccc3c(c2)c(=O)n(C)c(=O)n3C)cc(C(=O)OC)c1	5	49	-0.6	-6	-3	0	96	-3.5	0
CCCCCC1NC(=O)NC1CCCCCC(=O)O (stereo not given)	-2	-7	0.1	-10	6	-4	103	-0.4	-8
c1coc(CN(Cc2ccco2)c2ncnc3c2oc2ccccc23)c1	-1	3	4.7*	-13	-3	-33	106	0.1	-3
COc1ccccc1N1CCN(C(=O)c2n[nH]c3ccccc23)CC1	1	37	-4.9	-24	6	-10	121	-5.4	5
Cn1cc(CN2CCCC(C(=O)c3cc(F)ccc3F)C2)c2ccccc21 (stereo not given)	-12	32	-2.1	11	-2	-4	101	-3.0	3
CN(C(=O)COC(=O)c1ccc([N+](=O)[O-])cc1Cl)C1CCCCC1	2	43	-1.5	-12	-22	-14	104	-1.3	-4
CCOc1ccccc1N(CC(=O)Nc1ccccc1C(=O)NCc1ccco1)S(C)(=O)=O	-3	11	-3.7	-30	3	-10	100	-2.8	-3
CCOCCCN(C(=O)Cn1nnc(-c2ccc(OC)c(OC)c2)n1)C(CC)C(=O)NC1CCCC1 (stereo not given)	3	-24	-2.8	-22	14	9	113	-0.1	3
CCOc1ccc(CCNC(=O)C(O)c2ccccc2)cc1 (stereo not given)	-5	-2	-2.5	-3	22	-2	101	-1.9	1
C=CC(C)N1C(=O)S/C(=C\c2ccc(N3CCOCC3)cc2C)C1=O (stereo not given)	4	-39	-0.8	-4	-16	2	103	-0.5	-5
Cc1cc(NC(=O)CSc2nnc(-c3ccco3)n2Cc2ccco2)no1	2	22	-2.2	-10	1	-10	93	-4.7	-1
CC(C)(CO)NC(=O)C12CC3CC(CC(Br)(C3)C1)C2	-14	8	-2.3	-10	7	-12	99	-0.4	3
CC1(C)N=C(N)N=C(N)N1c1cccc(C(=O)O)c1	-2	1	-6.9	-1	9	-13	99	-0.7	-4
CCOC(=O)CCc1c(C)c2ccc(OCc3ccc([N+](=O)[O-])cc3)cc2oc1=O	-5	3	-3.6	-1	34	9	104	0.7	-4
NC(=O)COC(=O)C1CSC2(c3ccc(F)cc3)CCC(=O)N12 (stereo not given)	-2	37	-3.3	-4	-5	8	100	0.1	-1
CCOc1ccc(CNC(=O)CCCC(=O)n2nc(C)c3ccccc32)cc1	-4	34	-1.7	-47	0	-11	101	-1.8	6
Cn1c(=O)oc2cc(S(=O)(=O)NCCCN3CCCC3=O)ccc21	5	11	-4.9	-3	9	-7	101	-2.9	6
O=C(Nc1nn[nH]n1)C12CC3CC(CC(C3)C1)C2	4	9	-0.9	-2	27	-15	108	9.0*	1
Cc1c(CCOC(=O)c2cc([N+](=O)[O-])ccc2Cl)sc[n+]1CCCCS(=O)(=O)[O-]	2	-4	-3.6	-4	-7	-4	101	-2.6	6
CCc1ccccc1SCc1noc(C(=O)NCC2CCCO2)c1C(=O)O (stereo not given)	12	37	-0.8	-41	5	6	109	-2.1	1
CNS(=O)(=O)c1cccc(C(=O)OCc2csc(-c3ccccc3)n2)c1	-5	-13	-0.5	-12	-32	14	97	-1.8	-3
COc1ccc(CCNC(=O)C2CCN(S(=O)(=O)c3ccc(-n4cnnn4)cc3)CC2)cc1OC	0	10	-5.2	-6	9	-2	92	-4.3	3
CCOC(=O)Cn1nc(-c2ccc(Cl)cc2)cc1N	0	0	-0.4	-3	19	-4	86	-0.9	4
CCOc1ccccc1N1CN(Cc2ccccc2)CNC1=S	9	28	-1.4	-19	27	0	85	1.0	.
(cont.)
SMILES	HCV NS3 hel inh	PHOSPHO1 block	IMP-1 inhibitor	FID counter	SUMO HTRF inh	p-CIP stab down	MEKK3 PB1 HTS	VIM-2 inh	IDE act
OCCC1CN(Cc2cccnc2)CCN1CCc1ccccc1 (stereo not given)	-8	23	-0.8	-1	2	-6	102	-0.6	2
CCN(C(=O)COC(=O)C1CCN(S(=O)(=O)c2cccs2)CC1)c1ccccc1	0	-29	0.8	-14	-3	-4	98	-1.8	2
COCCCNC(=S)Nc1cc(C)c(C)cc1C	-8	32	-2.9	-9	-8	5	98	-2.7	-1
CCOC(=O)c1ccc(NC(=O)c2cc(=O)[nH]c3ccccc23)cc1	-8	-11	0.3	-11	-8	1	91	-0.9	-2
COCCSc1ccccc1C(=O)N1CCc2ccccc2C1	-13	60*	-2.4	-17	-3	-4	106	-3.2	1
CCOc1ccc(CCNC(=O)CSc2nn(-c3ccc(C)c(Cl)c3)c(=S)s2)cc1OCC	-8	-11	-1.2	-8	-9	-17	99	-2.6	-2
COc1ccc(/C(C)=N/N=C(N)N)c(OC)c1	-4	27	-2.8	2	7	-13	101	0.8	6
CCOc1ccc(CNC(=O)C2Cc3cc(S(=O)(=O)N4CCCC4)ccc3N2C(C)=O)cc1 (stereo not given)	5	22	-0.1	-34	2	8	96	25*	5
CC(C)c1nc(N2CCN(C(=O)c3ccco3)CC2)c2c3c(sc2n1)CCCC3	-3	4	-3.5	-21	-6	5	100	-3.2	-2
Cc1cc2cc(C=C(C#N)C#N)c(Cl)nc2cc1C	1	2	-1.0	-3	44	-12	99	0.0	-1
CCCCNC(NCCCC)=C(S(=O)(=O)CC)S(=O)(=O)CC	-2	20	-1.9	14	-10	2	103	-2.8	0
O=C1c2cccc3c([N+](=O)[O-])ccc(c23)C(=O)N1CC1CCCO1 (stereo not given)	9	-3	-2.9	5	3	-90	98	0.2	3
CC(C)(C)c1cc(Cl)ccc1OCCOCCN1CCCC1	-38	-12	-1.0	26	9	1	102	-0.3	7
Cc1oc(-c2ccc3c(c2)OCCO3)cc1C(=O)O	1	-7	0.6	-2	-6	-3	85	-1.9	7
CC1C=CCC2C(=O)N(c3cccc(C(=O)NCCc4ccccc4)c3)C(=O)C12 (stereo not given)	1	25	-2.8	-34	6	-4	92	-2.7	-1
Cc1ccc(C(=O)C(C)OC(=O)Cn2c(C)csc2=O)cc1 (stereo not given)	2	38	-2.7	-14	5	-1	97	-2.2	6
N#CN=C1SCCS1	7	-12	-6.1	-2	8	-3	103	0.6	-5
CC12CCC(=O)N1c1ccccc1C(=O)N2c1ccccc1 (stereo not given)	0	-7	-2.4	-4	-7	2	84	-1.0	3
Clc1cc2cccnc2c2ccccc12	15	-24	-1.2	-1	-24	16	102	-0.9	-10
COc1ccc(NC(=O)C2CCC(CNc3c(N4CCCCC4)c(=O)c3=O)CC2)cc1OC (stereo not given)	5	-11	0.3	-30	9	-3	109	0.6	0&1
O=C(NNC(=O)c1cccs1)c1ccco1	3	49	-0.1	7	15	-12	89	-2.6	4
COc1ccc2c(C(=O)CN3CCN(CCO)CC3)c[nH]c2c1	6	1	-2.7	2	0	-22	99	-3.9	-1
CC(=O)Nc1nc(C)c(CCC2OCCO2)c(=O)[nH]1	9	-1	-4.4	0	13	6	100	-3.2	-1
c1ccc(CN2CCN(c3ncccn3)CC2)nc1	-1	1	-3.0	9	27	-8	.	-2.0	.
Cc1ccc(-c2nn3c(C)nnc3c3ccccc23)cc1S(=O)(=O)NC(C)(C)CO	5	24	-1.4	-6	11	-15	98	22*	3

Of the compounds above, six contain a furan ring, fused or not:
SMILES	HCV NS3 hel inh	PHOSPHO1 block	IMP-1 inhibitor	FID counter	SUMO HTRF inh	p-CIP stab down	MEKK3 PB1 HTS	VIM-2 inh	IDE act
c1coc(CN(Cc2ccco2)c2ncnc3c2oc2ccccc23)c1	-1	3	4.7*	-13	-3	-33	106	0.1	-3
CCOc1ccccc1N(CC(=O)Nc1ccccc1C(=O)NCc1ccco1)S(C)(=O)=O	-3	11	-3.7	-30	3	-10	100	-2.8	-3
Cc1cc(NC(=O)CSc2nnc(-c3ccco3)n2Cc2ccco2)no1	2	22	-2.2	-10	1	-10	93	-4.7	-1
CC(C)c1nc(N2CCN(C(=O)c3ccco3)CC2)c2c3c(sc2n1)CCCC3	-3	4	-3.5	-21	-6	5	100	-3.2	-2
Cc1oc(-c2ccc3c(c2)OCCO3)cc1C(=O)O	1	-7	0.6	-2	-6	-3	85	-1.9	7
O=C(NNC(=O)c1cccs1)c1ccco1	3	49	-0.1	7	15	-12	89	-2.6	4

Next part:
SMILES	HCV NS3 hel inh	PHOSPHO1 block	IMP-1 inhibitor	FID counter	SUMO HTRF inh	p-CIP stab down	MEKK3 PB1 HTS	VIM-2 inh	IDE act
CCOC(=O)N1CCC(NC(=O)C2CCCN(Cc3nc(-c4cccc(C)c4)oc3C)C2)CC1 (stereo not given)	-8	44	-1.1	16	4	-4	103	-1.7	8
Cc1cc(=O)oc2cc(OC(C)C)ccc12	6	-1	-1.2	-2	-2	-7	101	-3.2	3
CCCCNC(=O)OC(C)CNC(=O)OC (stereo not given)	0	-7	-1.0	-2	6	3	96	0.3	1
Cc1ccc(OCCCn2c(=O)sc3ccccc32)cc1	-11	-41	0.0	-8	-8	-3	101	-1.8	4
O=C(CN1c2ccccc2Sc2ccccc21)NNC(=S)Nc1ccc(Cl)cc1	6	8	-3.9	-1	-176	-17	94	-5.2	-3
Cc1cccc(C(=O)N2CCN(c3ccc(N4CCOCC4)nn3)CC2)c1	1	18	-2.6	-18	7	-9	97	-3.0	0
CN(C)CCCNC(=O)/C=C/c1ccc2c(c1)OCO2	-8	4	-2.5	2	25	-4	104	-2.0	6
Cn1c(=O)c2c(nc(N3CCN(C(=O)c4ccco4)CC3)n2CCSc2ncccn2)n(C)c1=O	6	5	-0.5	-11	12	11	104	-1.3	2
CSc1n[nH]c(-c2sccc2OCc2ccc(C)cc2)n1	-2	15	-1.5	-16	-11	-2	104	0.6	1
CCNC(=S)N(CCc1c(C)[nH]c2ccc(Cl)cc12)Cc1cccnc1	-27	.	-1.8	-15	12	-21	106	-1.3	7
Cn1c(=O)n(CC(N)=O)c(=O)c2c1nc1n2CCCN1Cc1ccccc1	5	15	-3.6	-15	26	-2	104	-0.6	2
O=C(C[n+]1cc(-c2ccc(Cl)cc2)n2c1CCC2)Nc1nc(-c2ccccc2)cs1	-69	20	-1.8	19	5	2	99	-2.1	6
Cc1ccc(N2CSC3=C(C#N)C(c4cccs4)CC(=O)N3C2)cc1 (stereo not given)	21	57	5.6*	-10	55	-9	109	0.1	-5
CCc1ccc2[nH]c(=O)c(CN(CCO)C(=O)NCc3ccccc3)cc2c1	.	6	.	.	4	0	96	.	-6
O=C(/C=C/c1ccccc1)Nc1ccc(N2CCCCC2)cc1	-6	3	0.2	1	23	-2	94	3.5	-8
Cc1nnc(SCC(=O)NC2CCCCCC2)n1C	-2	.	-2.0	1	2	0	99	-1.7	2
COc1ccc(OC)c(S(=O)(=O)N2Cc3ccccc3CC2C(=O)Nc2nccs2)c1 (stereo not given)	-4	-42	-1.8	-3	3	-6	99	-0.4	1
Cc1ccc2oc(C(Cl)(Cl)Cl)cc(=O)c2c1	3	11	-1.7	-1	4	-17	100	0.5	-3

High-throughput results deposited in PubChem BioAssay by several laboratories.

Some of the compounds tested (hit frequency here may not be typical).
